HBB splice mod: alters splicing of the hemoglobin beta chain; HBB splicing reporter cell assay, activation; EGFP reporter with mutant IVS2-654 intron; response scale: normalised to 500 nM splice-correcting PNA; Potency, µM (series often up to 46.1 µM), without a hit: top-dose activation, actives largely listed as activators; 0.06% of 65,000 active; AID 925; note: potency is the fitted concentration of half-maximal effect; 0% is about no effect
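Compounds were applied for 2 days to HeLa EGFP-654 cells, 500/well in Optimem with 2% FCS. The reporter's EGFP is disrupted by mis-splicing of beta-globin intron IVS2-654. Readout: summed well GFP fluorescence from 488 nm laser scanning; reference was 500 nM antisense […] 654 PNA.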
ALOX15 inhib: 15-hLO (ALOX15) enzyme inhibition. Potency, µM (titrated, usually from 57.1 µM), without a hit: at the highest dose activity change, negative = inhibition, usual class: inhibitors. 1.4% of 74,000 active. P16050. AID 887. purified 15hLO-1, xylenol orange hydroperoxide absorbance; note: potency is the fitted concentration of half-maximal effect; % is set by controls: 0 for no effect and ±100 for the full control effect; nearly all actives have a fitted effect of over 55% in size
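Readout: Fe(III)-xylenol orange absorbance, 573-to-405 nm ratio as reaction progress. Enzyme 40 nM purified human 15hLO-1, substrate 50 uM arachidonic acid, 6 min RT after 15 min compound preincubation; Hepes pH 7.5 buffer with Triton X-100.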
Epigenetic mod: derepresses silenced GFP locus in mouse C127i cells | mouse C127i GFP locus derepression, cytometry, 30 h | Potency, µM (doses to about 46.1 µM), for inactives: top-dose GFP derepression (activation) | 0.09% of 68,000 active | AID 597; note: % of control where 0% means no effect
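Locus derepression in mouse mammary C127i cells whose integrated CMV-GFP reporter is normally silent; GFP expression after 30 h compound treatment was quantified by counting fluorescent cells.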
CRE Fsk mod: modulators of forskolin-stimulated CRE signaling in CHO cells; CHO CRE-bla reporter (cAMP response element driving beta-lactamase), forskolin EC10, beta-lactamase ratio; Potency, µM (doses to about 38.2 µM), for inactives: at the top dose activity change, negative = inhibition, actives largely listed as activators; 2.5% of 71,000 active; AID 662; active = well fitted activation curve with a large enough effect in the signal ratio, with a control signal flat, not every such curve was filed as active; inconclusive = small, poorly fitted or top-dose-only effect, or effect the other way, or a change in a side signal; the % refers to the signal ratio; note: potency is the fitted concentration of half-maximal effect; % of control where 0% means no effect
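Titrated compounds plus EC10 NKH 477 on CHO CRE-bla cells, 3 h, 37 °C. CCF4, 2 h RT. Ratio 460/530 nm → AC50.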
Hsp90 Hop PPI: changes Hsp90-Hop TPR2A binding signal, up or down; AlphaScreen TPR2A-His6 binding biotin-Hsp90 C-terminal peptide; Potency, µM (doses to about 57 µM), for the others: at the highest dose activity change, negative = inhibition; 0.44% of 71,000 active; active = well fitted curve in either direction with a large enough effect; inconclusive = small, poorly fitted or top-dose-only effect, or another doubt; note: potency is the fitted concentration of half-maximal effect; % is set by controls: 0 for no effect and ±100 for the full control effect; many of its hits are not listed in these tables
BRCT PPI red: inhibitors of human BRCA1 BRCT-phosphoprotein interaction (red fluorophore). P38398. BRCT-phosphopeptide binding, red fluorescence polarization. Potency, µM (highest dose often 76.9 µM), without a hit: at the top dose activity change, negative = inhibition, hits mostly inhibitors. 0.03% of 75,000 active. AID 892; note: % is set by controls: 0 for no effect and ±100 for the full control effect
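Rhodamine-labelled pBACH1 10-mer (100 nM) bound to BRCT domain (100 nM) at pH 7.3; compounds incubated 12 min room temperature, polarization read. Free peptide defines full inhibition; unlabelled decapeptide titrated as control.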
USP2a inh: blocks human ubiquitin-specific protease USP2a. O75604. USP2a enzymatic assay, qHTS inhibition. Potency, µM (series often up to 38.3 µM), inactives show at the top dose activity change, negative = inhibition, most hits filed as inhibitors. 0.1% of 60,000 active. AID 927;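 note: potency is the fitted concentration of half-maximal effect; nearly all actives have a fitted effect of over 60% in size; plate controls were DMSO for no effect and NEM full inhibition control for full effect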
Target sequence (O75604 whole entry, looked up): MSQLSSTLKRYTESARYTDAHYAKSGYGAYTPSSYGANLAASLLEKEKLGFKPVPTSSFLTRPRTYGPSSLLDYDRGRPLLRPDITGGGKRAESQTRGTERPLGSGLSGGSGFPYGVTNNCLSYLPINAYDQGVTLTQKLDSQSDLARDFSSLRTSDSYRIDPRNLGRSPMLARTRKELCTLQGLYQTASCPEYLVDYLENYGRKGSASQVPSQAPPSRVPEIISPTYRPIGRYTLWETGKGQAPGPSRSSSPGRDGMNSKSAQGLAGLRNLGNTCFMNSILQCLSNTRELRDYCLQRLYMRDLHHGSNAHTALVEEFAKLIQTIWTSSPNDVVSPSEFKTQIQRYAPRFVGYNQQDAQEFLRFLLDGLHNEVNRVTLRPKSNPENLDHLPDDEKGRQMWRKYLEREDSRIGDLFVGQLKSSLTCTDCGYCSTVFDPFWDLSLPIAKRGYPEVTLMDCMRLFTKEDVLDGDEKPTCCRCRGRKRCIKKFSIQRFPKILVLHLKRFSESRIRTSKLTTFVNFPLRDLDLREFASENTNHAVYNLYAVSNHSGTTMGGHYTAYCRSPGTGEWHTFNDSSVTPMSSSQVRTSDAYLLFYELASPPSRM
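Inhibition is measured in a cell-free coupled assay with 20 nM USP2 core, 20 nM Ub-PLA2 and 20 uM NBD C6-HPC, 2.5 h incubation. Activity normalized to NEM control.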
BRCT PPI green: inhibitors of human BRCA1 BRCT-phosphoprotein interaction (green fluorophore); P38398; BRCA1 BRCT-phosphopeptide binding, green fluorescence polarization; Potency, µM (series often up to 76.9 µM), inactives show at the highest dose activity change, negative = inhibition, actives largely listed as inhibitors; 0.05% of 75,000 active; AID 875;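 note: potency is the fitted concentration of half-maximal effect; plate controls were peptide without protein for full effect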
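Fluorescence polarization: His-tagged BRCT (~35 kDa BRCA1 C-terminus, 250 nM) bound to 100 nM fluorescein-labeled phosphorylated 10-aa BACH1 peptide, pH 7.3 phosphate buffer with DTT and Tween 20. Compounds incubated 12 min at room temperature; inhibition read as lowered polarization.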
DNA Pol III inh: blocks replication by bacterial DNA polymerase III holoenzyme; AID 603; Potency, µM (series often up to 57.1 µM), for inactives: at the highest dose activity change, negative = inhibition; reconstituted DNA polymerase III holoenzyme replication, biochemical; 0.25% of 71,000 active; note: potency is the fitted concentration of half-maximal effect; % is set by controls: 0 for no effect and ±100 for the full control effect
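Reconstituted *E. coli* holoenzyme (0.35 nM Pol III, 1 nM beta, 154 nM SSB, 2 nM primase) was preincubated with compound for 15 min at RT. Synthesis on 1.4 nM ssM13Gori ran 35 min, then was stopped with PicoGreen/EDTA and read as dsDNA fluorescence.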
HADH2 inh: blocks human hydroxyacyl-CoA dehydrogenase type II; recombinant HADH2, NADH fluorescence, beta-hydroxybutyryl-CoA; Potency, µM (series often up to 57.1 µM), without a hit: top-dose activity change, negative = inhibition, usual class: inhibitors; 3.4% of 73,000 active; AID 886; note: potency is the fitted concentration of half-maximal effect; % is set by controls: 0 for no effect and ±100 for the full control effect; nearly all actives have a fitted effect of over 60% in size; many of its hits are not listed in these tables
Target sequence (Q99714 whole entry, looked up, one chain of several): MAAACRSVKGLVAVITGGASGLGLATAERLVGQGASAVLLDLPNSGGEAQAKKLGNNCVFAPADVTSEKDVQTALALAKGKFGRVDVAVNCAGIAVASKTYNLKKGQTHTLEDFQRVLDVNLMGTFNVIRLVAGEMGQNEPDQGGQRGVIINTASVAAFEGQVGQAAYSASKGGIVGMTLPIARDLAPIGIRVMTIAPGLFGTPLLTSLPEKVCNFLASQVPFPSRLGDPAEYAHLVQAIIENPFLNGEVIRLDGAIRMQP
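E. coli-expressed His-tagged HADH2 tested at 20 nM in alkaline Tris buffer (pH 9.0); oxidation of 90 uM beta-hydroxybutyryl-CoA with 1 mM NAD+ tracked fluorimetrically for 4 min.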
UbGFP stabilizer: ubiquitin-GFP accumulation via proteasome inhibition; Ubiquitin-GFP reporter cells, proteasome inhibition, GFP fluorescence; response scale: untreated = 0%, 10 µM MG-132 = 100%; Potency, µM (doses to about 45.9 µM), for inactives: top-dose activation (GFP accumulation), hits mostly activators; 67,000 tested, under 10 active; active = well fitted activation curve with a large enough effect, not every such curve was filed as active; inconclusive = small, poorly fitted or top-dose-only effect, or another doubt; inactive = no such curve, though single readings can be large or run the other way; note: potency is the fitted concentration of half-maximal effect
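Reporter cells (U2OS, ubiquitin-G76V-GFP fusion) are plated overnight, then treated 4 hr at 37 °C with compound titrations from 46 uM down to 2.9 nM. Activity is scaled against untreated cells and 10 uM MG-132.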
Active calls of the source: *; ? = inconclusive; / = not tested or not shown; [ ] = remark or other dose. Unless noted, calls come from the whole dose curve; as a rule, active = well fitted curve in the direction sought with a large enough effect; inconclusive = small, poorly fitted or top-dose-only effect, or another doubt; inactive = no such curve, though single readings can be large; an effect the other way counts as inactive or inconclusive.

Every second line gives: HBB splice mod | ALOX15 inhib | Epigenetic mod | CRE Fsk mod | Hsp90 Hop PPI | BRCT PPI red | USP2a inh | BRCT PPI green | DNA Pol III inh | HADH2 inh | UbGFP stabilizer
[1] N#CCCN(C(=O)CN1C(=O)NC2(CCCC2)C1=O)c1ccccc1F
 : 0.0%[57.5 µM] | 13% | 2% | -3% | 0% | 0.5% | -8% | -3.1% | -8% | -1% | 0%
[2] CC(C)C(=O)N(c1ccc2oc(=O)sc2c1)S(=O)(=O)c1cccs1
 : 2.5%[57.5 µM] | 20µM* | 0% | ? | -9% | 0.1% | 14% | -1.2% | -6% | ? | -5%
[3] Cc1cc(Cl)ccc1OCC(=O)OC(C)C(=O)NC(N)=O (configuration not stated)
 : 1.8% | 1% | 1% | 0% | 0% | 0.1% | 3% | 0.0% | -2% | 2% | -4%
[4] CCOC(=O)CC(=O)CSc1nc2ccccc2c(=O)n1-c1ccc(C(=O)N2CCOCC2)cc1
 : 2.5%[0.369 µM] | -2% | 0% | 16% | -5% | -1.3% | 20% | 1.4% | -8% | 6% | /
[5] Cc1ccc(Cc2cnc(N)s2)o1
 : 0.2%[57.5 µM] | -25% | 0% | -19% | -6% | -1.6% | 13% | 1.6% | -5% | ? | -1%
[6] CC1(C)NC(=O)N(CC(O)CN(Cc2ccccc2)Cc2ccccc2)C1=O (configuration not stated)
 : / | 15% | -1% | -2% | -3% | 1.2% | 15% | -4.5% | -9% | 3% | -2%
[7] CCc1ccc2nc(NC(=O)c3ccc4c(=O)[nH]c(CN5CCOCC5)nc4c3)sc2c1
 : -0.3%[57.5 µM] | -14% | 0% | -2% | -2% | -0.6% | -14% | -1.3% | -4% | 8% | -3%
[8] C=CCn1c(SCn2nnc3ccccc3c2=O)nnc1-c1ccc(Cl)cc1
 : -2.4%[57.5 µM] | -11% | 4% | -6% | -5% | -0.3% | 14% | 0.2% | 4% | 8% | -1%
[9] Cc1ccc(-n2ncc(C(=O)NCc3ccc4c(c3)OCO4)c2NC(=O)c2ccco2)cc1C
 : 0.2% | -4% | 0% | ? | -4% | -1.2% | 27% | -1.2% | -1% | 1% | 9%
[10] O=C1CC(N2CCN(c3nc4ccccc4s3)CC2)C(=O)N1Cc1cccs1 (configuration not stated)
 : 1.6% | -12% | 0% | -8% | -4% | -1.2% | 39%[activator] | -3.7% | 1% | 1% | -5%
[11] Cc1nn(-c2ccc(C(=O)O)cc2)c(N)c1-c1ccccc1
 : 10%[1.84 µM] | -11% | 2% | 0% | -12% | 0.0% | -18% | 0.4% | -8% | 5% | 9%
[12] CC(Oc1ccccc1)C(=O)NC1CC(C)(C)NC(C)(C)C1 (configuration not stated)
 : 2.5% | -1% | 0% | -3% | 1% | 0.2% | 1% | -1.5% | 1% | 14% | 1%
[13] CCC1Oc2ccc(C)cc2N(Cc2cccc(C)c2)C1=O (configuration not stated)
 : 2.2%[57.5 µM] | -16% | 0% | ? | ? | 1.3% | ? | -2.6% | 4% | -2% | 2%
[14] CCC1CCCCN1C(=O)c1nn2cccnc2c1Cl (configuration not stated)
 : -0.9% | -1% | -2% | -2% | -3% | -1.2% | 3% | -2.4% | 0% | -5% | -5%
[15] CCOC(=O)c1c(NC(=O)c2ccc(Br)o2)sc2c1CCCC2
 : -5.8%[0.0738 µM] | -27%[11.4 µM] | 0% | ? | ? | 1.5% | 22%[7.66 µM] | 3.3% | 4%[11.4 µM] | -26%[11.4 µM] | -3%[9.17 µM]
[16] CCOC(=O)C1CCN(C(=O)c2ccc3snnc3c2)CC1
 : -0.4%[57.5 µM] | 2% | 3% | -4% | -1% | 1.3% | 0% | -1.8% | -3% | -17% | 5%
[17] Fc1ccc(F)c(CN2CCN(c3ncccn3)CC2)c1
 : -0.5% | -3% | 5% | -7% | -2% | 0.7% | -9% | -3.8% | 0% | 2% | 1%
[18] CC1SC(=NC(=O)c2ccco2)NC1=O (configuration not stated)
 : -0.8%[0.0738 µM] | 8%[11.4 µM] | 2% | ? | ? | 0.1% | 4%[7.66 µM] | -4.7% | 0%[11.4 µM] | -19%[11.4 µM] | -4%[9.17 µM]
[19] O=C(CSc1nnc(-c2c[nH]c3ccccc23)o1)N1CCCCC1
 : -0.2%[57.5 µM] | 10% | 1% | -2% | 2% | -0.1% | / | -1.9% | -2% | 12% | 13%
[20] CCn1cc(Br)c(C(=O)Nc2ccc(OC)cc2)n1
 : -0.3% | -5% | -3% | -3% | -1% | -0.1% | 4% | -0.6% | -7% | 1% | -1%
[21] Cc1ccc(OCc2nnc(SCCN3CCOCC3)n2C)cc1
 : / | -8% | -3% | 3% | 0% | -1.4% | 10% | -2.5% | -7% | 4% | -4%
[22] COc1ccc(-c2nc3cnc(N4CCN(C)CC4)nc3n(Cc3cccc(OC)c3)c2=O)cc1
 : 2.2% | 1% | 0%[9.22 µM] | ? | ? | 0.1% | 282%[activator] | -0.6% | 5% | 19% | -5%
[23] N#Cc1cccc(NC(=O)N2CCC3(CC2)CCN(C(=O)c2cccc(F)c2)CC3)c1
 : 2.1% | -5% | 0%[9.22 µM] | -4% | -2% | -0.7% | 116%[activator] | -0.5% | 5% | -27% | 7%
[24] O=C(c1cccc(S(=O)(=O)N2CCCC2)c1)c1nnc(-c2ccncc2)o1
 : -0.3% | 0% | -1% | -2% | ? | 0.2% | 42%[activator] | -1.1% | -5% | -7% | 2%
[25] COc1ccc(Cc2nnn(CC(=O)O)n2)cc1
 : 0.6% | 3% | -1% | ? | 6% | 0.4% | -2% | -1.6% | -4% | 2% | -6%
[26] O=C(CN1CCN(C2CCCCC2)CC1)NCCC1=CCCCC1
 : / | -19% | 0% | 1% | -4% | -0.9% | -7% | -3.0% | -2% | 12% | 8%
[27] CCOC(=O)c1[nH]c2ccccc2c1NC(=O)c1ccco1
 : -0.8% | -12% | 2% | 17% | 3% | -1.1% | -3% | -0.9% | -3% | -15% | -11%
[28] COc1cc(-c2nnc(-c3cccnc3)o2)cc(OC)c1OC
 : / | 1% | -3% | ? | -8% | -4.4% | -6% | 2.1% | 1% | 5% | 2%
[29] CN(C(=O)c1cccc(C#N)c1)c1nnc(-c2ccncc2)s1
 : / | 9% | -2% | 1% | -1% | -2.6% | 0% | -1.4% | -1% | 120%[activator] | 0%
[30] Cc1cc(C)n2nc(SCc3cc(=O)n4c(C)cccc4n3)nc2n1
 : 2.6% | -4% | 2% | 0.63µM* | -2% | -1.4% | 0% | -8.1% | -18% | -12% | 6%
[31] CCCn1c(C)cc(=O)c2cc(NC(=O)c3cnccn3)ccc21
 : -1.8% | 3% | 1% | ? | -6% | -1.2% | 16% | 0.4% | -8% | 3% | -1%
[32] COC(=O)C(C)n1cnc2c(nnn2Cc2ccc(Cl)cc2)c1=O (configuration not stated)
 : -3.5% | 11% | -2% | -9% | -3% | -0.2% | 6% | 3.2% | -2% | 5% | -6%
[33] COCC(C)n1c(SCC(=O)NC(=O)Nc2ccc3c(c2)OCCO3)nc2ccccc2c1=O (configuration not stated)
 : -2.9% | -11% | -2% | ? | -2% | -1.2% | 34%[activator] | -0.6% | 5% | 12% | -5%
[34] Cc1cc(C(=O)Cn2nnc3ccccc3c2=O)c(C)n1Cc1cccs1
 : -0.1%[57.5 µM] | 2% | 2% | -9% | -6% | 0.5% | 29% | 0.9% | -4% | 14% | -2%
[35] Cc1noc(C)c1-c1nc(NC2CC2)c2ccccc2n1
 : -1.0% | -4% | 6%[9.22 µM] | ? | -1% | -0.7% | 7% | -1.6% | ? | 1% | -3%
[36] COc1cccc(Cn2c(=O)c(C)nc3cnc(Oc4cccc(Cl)c4)nc32)c1
 : -0.5% | 0% | 0%[9.22 µM] | ? | 6% | 0.7% | 99%[activator] | 28% | -6% | 0% | 0%
[37] COc1cc(Cl)ccc1NC(=O)COc1ccccc1C(=O)N1CCN(c2ccc(O)cc2)CC1
 : -1.6% | 25µM* | 1% | ? | -18% | 1.3% | 24% | 0.4% | -6% | ? | -3%

Compound activity as filed in PubChem.

Only part of the results is shown; rates above refer to the full screens.
